High-throughput results: PubChem, Johns Hopkins Ion Channel Center
RGS4 act = potentiators or activators of RGS4 | 0.92% of 310,000 active | B-score at 10 µM | HEK293 M3R/inducible RGS4, carbachol calcium flux Fluo4; stronger effect = lower value;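 active = B-score of the integrated calcium signal more than 4 SD below the library mean, with starting fluorescence not abnormally high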;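 note: negative B-score means reduced calcium response which marks RGS4 activation or potentiation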
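test system = HEK293 cells with stable M3R and inducible RGS4 | schedule = recording 10 s baseline at 1 Hz, 100 s post-agonist | technique = Fluo4-AM (2 µM) calcium-flux fluorescence, kinetic read | measure = Agonist-evoked peak-minus-minimum fluorescence over baseline, integrated ratio, B score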
RGS4 inh = human RGS4 inhibition; P49798; HEK293 M3R/RGS4 inducible, Fluo-4 calcium flux; stronger effect = higher value; triggered by carbachol at its EC20; B-score at 10 µM; 0.45% of 310,000 active;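 active = B-score, a plate-corrected calcium signal, over three deviations above library mean, with baseline fluorescence within five deviations of library mean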;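 note: RGS4 expression induced by doxycycline in cells with stable M3 receptor; B-score is computed from the integrated fluorescence ratio over baseline after carbachol; higher B-score means a larger calcium signal and so more RGS4 inhibition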
Target sequence (P49798 whole entry, looked up): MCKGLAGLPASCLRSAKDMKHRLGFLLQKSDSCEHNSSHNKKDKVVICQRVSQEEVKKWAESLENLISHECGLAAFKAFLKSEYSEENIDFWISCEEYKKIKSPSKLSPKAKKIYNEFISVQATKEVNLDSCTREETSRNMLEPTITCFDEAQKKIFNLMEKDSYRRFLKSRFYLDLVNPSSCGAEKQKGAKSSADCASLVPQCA
KCNK3 inh = human KCNK3 channel inhibition, primary screen | B-score at 10 µM | O14649 | 0.84% of 340,000 active | CHO-KCNK3 thallium flux, FluxOR fluorescence; stronger effect = lower value;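 active = B-score under library mean minus 4 SD, starting fluorescence ratio at most library mean plus 5 SD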;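 note: more negative B-score means stronger inhibition of thallium flux through KCNK3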
Target sequence (O14649 whole entry, looked up): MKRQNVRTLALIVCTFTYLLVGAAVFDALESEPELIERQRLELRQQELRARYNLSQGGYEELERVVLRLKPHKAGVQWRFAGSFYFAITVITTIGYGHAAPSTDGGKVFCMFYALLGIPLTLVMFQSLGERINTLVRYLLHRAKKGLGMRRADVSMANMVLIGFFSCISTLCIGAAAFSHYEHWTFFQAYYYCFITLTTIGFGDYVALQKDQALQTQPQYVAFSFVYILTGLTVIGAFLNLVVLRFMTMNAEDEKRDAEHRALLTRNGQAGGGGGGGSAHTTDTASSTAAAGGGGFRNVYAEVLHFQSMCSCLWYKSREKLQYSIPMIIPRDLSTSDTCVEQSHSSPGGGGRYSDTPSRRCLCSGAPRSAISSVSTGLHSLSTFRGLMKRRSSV
KCNQ1 inh = human KCNQ1 channel inhibition | CHO-K1 KCNQ1, FluxOR thallium flux fluorescence; stronger effect = higher value | B-score at 10 µM | 1.3% of 310,000 active;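 active = compounds whose thallium flux B-score, printed positive for inhibition, exceeds three library SD while starting fluorescence stays within three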;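 note: channel opened by potassium depolarization with thallium stimulus after 20 min compound exposure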
TMEM16A act = activators or potentiators of mouse TMEM16A chloride channel; AID 623877; Q8BHY3; B-score at 10 µM; 0.3% of 340,000 active; HEK293 TMEM16A/YFP-H148Q/I152L, iodide quench fluorescence; stronger effect = lower value;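 active = fluorescence-ratio B-score plate-corrected deviation score at least 3 library SD below zero, with starting fluorescence score within 5 deviations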;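 note: channel opened by trigger with iodide after compound preincubation; score built on the fluorescence ratio of max minus min over baseline; more negative score means more quench and so TMEM16A activation or potentiation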
KCNK9 block = human KCNK9 channel inhibition. 1.2% of 310,000 active. B-score at 10 µM. Q9NPC2. HEK293 KCNK9, FluxOR thallium flux fluorescence; stronger effect = lower value;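 active = ratio B-score over 3 SD below the library mean, with starting fluorescence within 5 SD of its mean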;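 note: negative B-score means less thallium flux so channel inhibition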
MrgX1 PAM = allosterically activates human MrgX1 receptor signaling | 0.63% of 310,000 active | MrgX1-HEK293, Fluo-4 calcium flux, FDSS; stronger effect = higher value | AID 588675 | B-score at 10 µM;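 active = plate-corrected calcium response at least 3 library SD above typical, normal starting fluorescence, not activating the receptor alone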;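 note: compound read alongside a low EC10 to EC30 dose of BAM8-22 agonist; peak minus trough fluorescence over baseline measured at the second addition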
Target sequence (Q96LB2 whole entry, looked up): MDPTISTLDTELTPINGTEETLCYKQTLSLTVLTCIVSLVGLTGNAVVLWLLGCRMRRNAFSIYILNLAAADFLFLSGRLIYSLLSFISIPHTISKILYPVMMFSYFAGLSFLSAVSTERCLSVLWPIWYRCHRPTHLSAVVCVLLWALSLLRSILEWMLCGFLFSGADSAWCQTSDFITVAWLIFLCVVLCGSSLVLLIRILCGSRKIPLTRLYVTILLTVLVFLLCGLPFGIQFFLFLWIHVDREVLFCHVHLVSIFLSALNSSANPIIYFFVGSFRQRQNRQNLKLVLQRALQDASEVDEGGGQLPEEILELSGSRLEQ
hERG rescue = shields human hERG channel from block by proarrhythmic agents; 0.51% of 310,000 active; AID 1511; Q12809; CHO-hERG, FluxOR thallium flux, dofetilide IC70 present; activation (rescue from dofetilide block), less the hit threshold, % at 10 µM;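 active = activation above the mean of controls blocked by dofetilide plus 5 SD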;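 note: thallium influx through hERG after potassium depolarization seen as dye fluorescence rise; in these data hits start at about 4.7%; inactives centre near -7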
TMEM16A inh = blocks the mouse calcium-activated chloride channel TMEM16A; Q8BHY3; HEK293 TMEM16A/YFP iodide influx fluorescence, ionomycin; normalized B-score (activity score, 25-100; higher = stronger inhibition) at 10 µM; 1.2% of 310,000 active;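 active = ratio plate-corrected score three or more library SD toward inhibition, starting fluorescence score within five deviations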;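 note: score derived from kinetic fluorescence span divided by baseline fluorescence per well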
KCNQ1 act = human KCNQ1 channel potentiation or activation. P51787. CHO-K1 KCNQ1, thallium flux FluxOR fluorescence; stronger effect = higher value. B-score at 10 µM. 0.35% of 310,000 active;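 active = fluorescence ratio B-score, a plate-corrected score, at least three library SD, with initial intensity B-score within 5 SD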
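System: CHO-K1 cells stably expressing KCNQ1 / Medium: assay buffer for compound exposure, DMSO matched across wells / Reagent: thallium- and potassium-containing depolarizing buffer / Compound: one concentration, matched DMSO / Incubation: 20 min compound pretreatment at room temperature / Measured by: kinetic FluxOR fluorescence, 10 s baseline plus 110 s post-stimulus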
MrgX1 agonist = human MrgX1 receptor agonism, primary screen | Q96LB2 | MrgX1-HEK293 cells, Fluo-4 calcium fluorescence, agonist mode; stronger effect = higher value | B-score at 10 µM | 0.44% of 310,000 active;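 active = calcium response B-score plate-corrected fluorescence ratio at least 3 library SD, with starting fluorescence B-score inside 5 SD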
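Test system: Stable human MrgX1 HEK293 cell line | Schedule: Overnight plating before 1 h dye loading | Read-out basis: Baseline-normalised fluorescence change ratio, B-scored | Detection: Kinetic calcium dye fluorescence, Fluo-4 NW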
Starred values were filed as active, the others as inactive; i = inactive; nt = not tested or not shown.

SMILES	RGS4 act	RGS4 inh	KCNK3 inh	KCNQ1 inh	TMEM16A act	KCNK9 block	MrgX1 PAM	hERG rescue	TMEM16A inh	KCNQ1 act	MrgX1 agonist
Cn1cnc(S(=O)(=O)Nc2ccc(C(F)(F)F)cc2)c1	i	i	i	i	i	i	i	-2.1	i	i	i
CC(C)(C)c1ccc(Oc2ccc(NC(=O)c3ccccc3C(=O)O)cn2)cc1	i	i	i	i	i	i	i	-9.9	i	i	i
O=C(Nc1sc2c(c1C(=O)O)CCC2)c1ccccc1Cl	i	i	i	i	i	i	i	-3.2	i	i	i
O=C(CN1CCCCCC1)N/N=C/c1cccs1	i	i	i	i	i	i	i	-7.6	i	i	i
CCNc1nc(Oc2ccccc2)nc(OC(C)C(=O)OCC)n1 (centres undefined)	i	i	i	i	i	i	i	-6.9	i	i	i
O=c1nccc(Nc2ccccc2)[nH]1	i	i	i	i	i	i	i	-10.2	i	i	i
CC(C)c1ccc(NC(=O)CC2Oc3ccccc3NC2=O)cc1 (centres undefined)	i	i	i	i	i	i	i	-3.2	i	i	i
CCN(CC)C(=O)C(=O)c1c(-c2ccccc2)[nH]c2ccccc12	i	i	i	i	i	i	14.6*	-8.7	i	i	i
O=C(COC(=O)c1ccc(Br)o1)Nc1ccc(S(=O)(=O)N2CCCC2)cc1	i	i	i	i	i	i	i	-13.5	i	i	i
Cc1nn(Cc2cccc(C(=O)NC(C)c3ccc(C(C)(C)C)cc3)c2)c(C)c1[N+](=O)[O-] (centres undefined)	i	i	i	i	i	i	i	-10.0	i	i	i
CNc1nc(-c2ccccc2)cc(-c2ccccc2)n1	i	i	i	i	i	i	i	-6.3	i	i	i
O=C(Nc1cccc([N+](=O)[O-])c1)c1ccc(N2CCCC2=O)cc1	i	i	i	i	i	i	i	-5.7	i	i	i
Cc1ccc(Nc2c(-c3ccco3)nc3nc(C)cc(C)n23)cc1	i	i	i	i	i	i	i	-13.7	i	i	i
O=C(CCS(=O)(=O)c1ccc(F)cc1)N1CCN(c2ccccc2)CC1	i	i	i	i	i	i	i	-16.4	i	i	i
CCN1CCc2c(sc(NC(=O)c3ccc(S(=O)(=O)N4CCOCC4)cc3)c2C(N)=O)C1	i	i	i	i	i	i	i	-8.0	i	i	i
COc1ccc(OC)c(NC(=O)c2cccc(S(=O)(=O)N3CCN(C(C)=O)CC3)c2)c1	i	i	i	i	i	i	i	-7.8	i	i	i
Cc1ccc2nc(NC(=O)CSc3nncc(=O)n3N)sc2c1	i	i	i	i	i	i	i	-7.2	i	i	i
COC(=O)Nc1cc(C(F)(F)F)ccc1N1CCN(c2ccccc2)CC1	i	i	i	i	i	i	i	-1.8	i	i	i
C/C(=N/OC(=O)c1cccc(Cl)c1)c1nccs1	i	i	i	i	i	i	i	-6.0	i	i	i
CN(Cc1ccon1)C(=O)CC1C(=O)NCCN1CC(C)(C)C (centres undefined)	i	i	i	i	i	i	i	-14.8	i	i	i

At a glance, part of the list above.
SMILES	RGS4 act	RGS4 inh	KCNK3 inh	KCNQ1 inh	TMEM16A act	KCNK9 block	MrgX1 PAM	hERG rescue	TMEM16A inh	KCNQ1 act	MrgX1 agonist
COc1ccc(OC)c(NC(=O)c2cccc(S(=O)(=O)N3CCN(C(C)=O)CC3)c2)c1	i	i	i	i	i	i	i	-7.8	i	i	i
Cc1ccc2nc(NC(=O)CSc3nncc(=O)n3N)sc2c1	i	i	i	i	i	i	i	-7.2	i	i	i
COC(=O)Nc1cc(C(F)(F)F)ccc1N1CCN(c2ccccc2)CC1	i	i	i	i	i	i	i	-1.8	i	i	i

Next section.
SMILES	RGS4 act	RGS4 inh	KCNK3 inh	KCNQ1 inh	TMEM16A act	KCNK9 block	MrgX1 PAM	hERG rescue	TMEM16A inh	KCNQ1 act	MrgX1 agonist
O=C1CC(c2ccccc2)CC(O)=C1C=NCc1ccccc1 (centres undefined)	i	i	i	i	i	i	i	0.8	i	i	i
CC1CCC(NC(=O)CCC(=O)N2CC(C)Oc3ccccc32)CC1 (centres undefined)	i	i	i	i	i	i	i	-4.4	i	i	i
On1c(-c2ccccc2Cl)nc2ccccc21	i	i	i	i	i	i	i	-6.4	i	i	i
CCOc1ccccc1NS(=O)(=O)c1ccc2[nH]c(=O)[nH]c2c1	i	i	i	i	i	i	i	0.6	i	i	i
CCN(CC)S(=O)(=O)c1cccc(-c2nnc(SCCOc3ccc(Cl)cc3)o2)c1	i	i	i	i	i	-9.96*	i	-3.9	i	i	i
O=C(O)CCC(=O)Nc1ccccc1N1CCOCC1	i	i	i	i	nt	i	i	2.9	i	i	i
OCc1ncc(-c2ccccc2)s1	i	i	i	i	i	i	i	-4.2	i	i	i
O=C(Nc1ccc(Cl)cc1)c1sccc1-n1cccc1	i	i	i	i	i	i	i	-7.7	i	i	i
CC(C)Oc1cc(NC(=O)CS(=O)(=O)CC(=O)N(C)C)c(Cl)cc1Cl	i	i	i	i	i	i	i	-6.1	i	i	i
CCOc1ccc(N2C(=O)CC(SC(=NC)Nc3ccc(F)cc3)C2=O)cc1 (centres undefined)	i	i	i	i	i	i	i	-6.3	i	i	i
CN(CC(=O)Nc1ccc(F)cc1)C(=O)CCc1nc2ccccc2c(=O)[nH]1	i	i	i	i	i	i	i	-10.6	i	i	i
O=C(COc1ccc(Br)cc1)NC(=S)Nc1ccccc1N1CCOCC1	i	i	i	i	i	i	i	-5.2	i	i	i
CC(C)COc1ccc(C(=O)Nc2ccc(N3CCOCC3)cc2N2CCOCC2)cc1	i	i	i	i	i	i	i	-5.3	i	i	i
Cc1ccccc1C(=O)N1CCN(c2ccc(NC(=O)c3ccco3)cc2Cl)CC1	i	i	i	i	i	i	i	-17.6	100*	i	i
CC1CCN(C(=O)Cn2c(=O)oc3cc(S(=O)(=O)N4CCCCC4)ccc32)CC1	i	i	i	i	i	i	i	-4.9	i	i	i
NC(=O)CCC(NS(=O)(=O)c1ccc(Cl)cc1)C(=O)NCC1CCCCC1 (centres undefined)	i	i	i	i	i	i	i	-3.8	i	i	i
CN1CCN(S(=O)(=O)c2ccc(N(C)Cc3ccc(OC(F)F)cc3)c([N+](=O)[O-])c2)CC1	i	i	i	i	i	i	i	-13.6	i	i	i
NNC(=O)c1cc(-c2ccc(O)cc2)nc2ccc(Br)cc12	i	i	i	i	i	i	i	-11.3	i	i	i
N#Cc1ccc(NC(=O)c2cc(-c3cccs3)on2)cc1	i	i	i	i	i	i	i	-10.6	i	i	i
COCC(=O)N1CCN(c2nc3ccccc3o2)CC1	i	i	i	i	i	i	i	-7.8	i	i	i
Cc1cc(C(=O)CN2C(=O)NC3(CCCc4sccc43)C2=O)c(C)n1-c1ccccc1 (centres undefined)	i	i	i	i	i	i	i	-6.9	i	i	i
C=CCNC(=O)NC(=O)COC(=O)CCCSc1nc2ccccc2[nH]1	i	i	i	i	i	i	i	-8.9	i	i	i
CCOc1ccc2[nH]c(=O)c(C(c3nnnn3Cc3ccco3)N3CCCC(C)C3)cc2c1 (centres undefined)	i	i	i	i	i	i	i	-14.2	i	i	i
CCOC(=O)N1CCN(C(=O)c2ccc3c(c2)N(C)C(=O)/C(=C\c2ccc(OCC)c(OC)c2)S3)CC1	i	i	i	i	i	i	i	-16.0	i	i	i
Cc1cccc(OCCOc2ccccc2C=C(C#N)C#N)c1	i	i	i	i	i	i	i	-6.1	i	i	i
CCOC(=O)c1c(Nc2ccc(Cl)cc2)sc(/C=C2\C=Nc3ccccc32)c1O	i	i	i	i	i	i	i	-9.0	i	i	i
Cc1cc(=O)cc(C)n1-c1ccc(Cl)c(Cl)c1	i	i	i	i	i	i	i	-9.6	i	i	i
CC(=O)NCCc1nc2cc(NC(=O)c3ccc(Cl)cc3)ccc2n1C	i	i	i	i	i	i	i	0.3	i	i	i
COC(=O)c1c(C(=O)OC)c2ccccn2c1C(=O)c1ccccc1	i	i	i	i	i	i	i	-14.6	i	i	i
CCCCNc1ncnc2c1nnn2Cc1ccccc1Cl	i	i	i	i	i	i	i	-6.6	i	i	i
O=C(NCCc1ccc2c(c1)OCCO2)c1ccc([N+](=O)[O-])cc1Cl	i	i	i	i	i	i	i	-14.0	i	i	i
Cc1cc(C)c[n+](CC(=O)c2ccc(-c3ccccc3)cc2)c1	i	i	i	i	i	i	i	-11.3	i	i	i
CSc1nc(-c2ccccc2)cc(C)c1C#N	i	i	i	i	i	i	i	-1.8	i	i	i
Cn1nc(C(=O)NCc2cccnc2)c2ccccc2c1=O	i	i	i	i	i	i	i	-13.3	i	i	i
O=C(c1ccco1)N1CCN(C(=O)C2CC(c3ccc(Cl)c(Cl)c3)=NO2)CC1 (centres undefined)	i	i	i	i	i	i	i	-1.7	i	i	i
COc1ccc(NC(=O)C(=O)N/N=C/c2cccnc2)cc1	i	i	i	i	i	i	i	-11.8	i	i	i
CCN(CC)C(=O)c1ccc2c(c1[N+](=O)[O-])C(=O)c1ccccc1C2=O	i	i	nt	i	nt	i	i	-6.1	i	i	i
O=C(O)c1ccccc1C(=O)NC1CCN(c2nccc(C(F)(F)F)n2)CC1	i	i	i	i	i	i	i	-5.4	i	i	i
CCN1CC=C2C(C#N)=C(N)C(C#N)(C#N)[C@H](c3ccoc3)[C@H]2C1	i	i	i	i	i	i	i	-18.8	i	i	i
O=C(COc1coc(CN2CCc3ccccc32)cc1=O)Nc1ccc([N+](=O)[O-])cc1	i	i	i	i	i	i	i	-13.8	i	i	i
COc1cccc(OC)c1C(=O)Nc1ccc(N2CCCCC2)cc1	i	i	i	i	i	i	i	-5.2	i	i	i
N#CCCN(C(=O)COc1ccc(Br)cc1F)c1ccc(F)cc1	i	i	i	i	i	i	i	-0.5	i	i	i
CC(=O)Nc1ccc(Nc2ncnc3c2cnn3-c2ccc(C)cc2C)cc1	i	i	i	i	i	i	i	-13.3	i	i	i
COc1nc(-c2ccc(C)cc2)ccc1-c1noc(-c2cccnc2)n1	i	i	i	i	i	i	i	-2.5	i	i	i
COc1ccc(OCC(O)CNC(=O)c2ccccc2)cc1 (centres undefined)	i	i	i	i	i	i	i	-3.7	i	i	i
Cc1ccc(C(=O)COC(=O)c2cc(=O)[nH]c3ccccc23)cc1C	i	i	i	i	i	i	i	-7.3	i	i	i
